# CASP6 VEID inh: inhibitors of human caspase-6. P55212. purified caspase-6, Z-VEID-R110 cleavage fluorescence. inhibition, % at 12.5 µM. 350,000 compounds, 0.53% hits. AID 686996;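 active = mean inhibition across replicates at least about 35%, with every replicate also reaching that limit, limit read from the data; inconclusive = only one of the two criteria met; inactive = neither criterion met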;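 note: 0% = median of neutral control wells and 100% = no fluorescence left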
# miR-122 sensor: blocks miR-122 activity in Huh7 sensor cells. activation (reporter increase), % at 12.5 µM. 340,000 compounds, 0.3% hits. Huh7 miR-122 Renilla luciferase sensor, 48 h; neutral wells = 0, positive control = 100;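 active = mean replicate activation score at least 90 and every replicate individually at or above 90; inconclusive = only one of the two criteria met; inactive = neither criterion met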;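 note: higher luciferase means less miR-122 activity so hits act as miR-122 inhibitors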
# F508del corr: correctors of CFTR F508del function in bronchial epithelial cells; CFBE cells, YFP halide quenching; stimulated with forskolin plus potentiator P3; % fluorescence drop versus neutral controls; 350,000 compounds, 0.36% hits; activity (quench increase), % at 7.58 µM;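 active = mean added fluorescence quench of at least 8% versus neutral control, with both replicates also reaching 8%; inconclusive = only one of the mean or replicate conditions met; inactive = mean below 8% and not both replicates reaching 8%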;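 note: cells transiently co-express mutant CFTR-F508del with the halide-sensitive YFP; corrector assay measuring rescue of mutant channel to the surface after 24 h compound exposure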
# ERAP1 HTS inh: inhibitors of human ERAP1 aminopeptidase. Q9NZ08. recombinant ERAP1, Leu-AMC fluorescence, 60 min. inhibition, % at 10.7 µM. 340,000 compounds, 0.15% hits. AID 652197;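 active = mean replicate inhibition of at least 30%, or all replicates individually reaching that 30% level; inactive = mean below 30% and not every replicate reaching it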;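 note: 0% = neutral control wells and 100% = L-leucinethiol positive control wells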
# Target sequence (Q9NZ08 whole entry, looked up): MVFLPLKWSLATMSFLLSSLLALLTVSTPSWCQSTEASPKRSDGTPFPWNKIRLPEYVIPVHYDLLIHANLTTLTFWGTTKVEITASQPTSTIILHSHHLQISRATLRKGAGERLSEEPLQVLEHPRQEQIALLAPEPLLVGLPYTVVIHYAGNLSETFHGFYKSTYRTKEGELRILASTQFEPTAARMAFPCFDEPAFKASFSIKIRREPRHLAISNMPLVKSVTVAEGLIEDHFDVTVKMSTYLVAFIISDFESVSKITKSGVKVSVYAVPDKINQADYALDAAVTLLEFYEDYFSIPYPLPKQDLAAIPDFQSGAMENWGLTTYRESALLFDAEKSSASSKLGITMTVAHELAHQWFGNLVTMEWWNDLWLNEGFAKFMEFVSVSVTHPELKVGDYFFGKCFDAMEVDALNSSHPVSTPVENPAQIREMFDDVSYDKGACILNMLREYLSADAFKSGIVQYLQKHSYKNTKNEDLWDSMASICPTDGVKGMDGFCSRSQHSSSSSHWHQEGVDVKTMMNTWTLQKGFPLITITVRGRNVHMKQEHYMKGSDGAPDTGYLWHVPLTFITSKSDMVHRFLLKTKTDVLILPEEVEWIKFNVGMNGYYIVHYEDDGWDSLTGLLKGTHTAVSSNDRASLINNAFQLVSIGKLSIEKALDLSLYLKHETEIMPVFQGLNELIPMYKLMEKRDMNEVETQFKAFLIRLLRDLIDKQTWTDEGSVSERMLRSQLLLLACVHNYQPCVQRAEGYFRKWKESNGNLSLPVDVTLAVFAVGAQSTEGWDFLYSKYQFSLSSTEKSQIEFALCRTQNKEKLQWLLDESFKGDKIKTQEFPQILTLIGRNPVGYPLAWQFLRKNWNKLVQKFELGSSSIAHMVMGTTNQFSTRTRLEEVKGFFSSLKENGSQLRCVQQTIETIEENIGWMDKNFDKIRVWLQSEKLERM
# SIRT5 inh: sirtuin-5 (human) deacylase inhibition; Purified SirT5, succinyl-peptide AMC, trypsin-coupled fluorescence; Q9NXA8; inhibition, % at 15 µM; 330,000 compounds, 1.1% hits; in the data active = inhibition above about 15%; inconclusive = no clear call, values can overlap the other calls
# ERp5 block: ERp5 (human) disulfide isomerase inhibition; 350,000 compounds, 0.05% hits; Q15084; ERp5 insulin aggregation, absorbance 650 nm, 90 min; AID 651711; inhibition, % at 9.99 µM;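 active = mean replicate inhibition above about 25%, with every replicate also reaching it, limit read from the data, passing the limit was not always enough; inconclusive = only one of those two criteria met; inactive = neither criterion met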
# DENV2 CPE: inhibitors of DENV2 cytopathic effect; DENV2-infected cells, cytopathic effect rescue, plate reader; CPE inhibition, % at 9.99 µM; 350,000 compounds, 1.7% hits; AID 651640; in the data active = CPE inhibition above about 20%, passing the limit was not always enough; inconclusive = no clear call, values can overlap the other calls; tested in BHK-21 cells;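 note: 0% = median of neutral control wells and 100% = median of positive control wells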
# An asterisk follows results filed as active; ? = inconclusive; / = not tested or not shown; & = joins results of further samples; [ ] = remark or other dose.
SMILES,CASP6 VEID inh,miR-122 sensor,F508del corr,ERAP1 HTS inh,SIRT5 inh,ERp5 block,DENV2 CPE
C[C@@H]1CCCCO[C@@H](CN(C)S(=O)(=O)c2cccs2)[C@@H](C)CN([C@H](C)CO)C(=O)c2cc(NC(=O)Nc3ccc4c(c3)OCO4)ccc2O1,0,4[16.7 µM],-0.6,2,6,4,-1
CCCNC(=O)N[C@H]1CC[C@H](CC(=O)N2CCN(C)CC2)O[C@H]1CO,-3,/,-0.6,-2,-4,3,-1
COc1ccc(OC(=O)N(C)C[C@@H]2OCc3cn(nn3)CCCC(=O)N([C@H](C)CO)C[C@H]2C)cc1,0&-2,-1[16.7 µM],-3.0&0.3,-1,1&-1,1&-2,18&-10
O=C(CN1C(=O)/C(=C/c2ccco2)SC1=S)Nc1ccc(C(=O)O)c(O)c1,73*,-1,-3.8,20,62*,-5,1
CC(C)NC(=O)N1[C@H](C#N)[C@@H](c2ccc(C#CC3CCCCC3)cc2)[C@@H]1CO,-3,/,1.7,1,-1,4,-2
Fc1ccc(OCCOCCN2CCCC2)cc1,-13,/,-4.7,1,/,2,?
CC(=O)Nc1ccccc1OC(C)C(=O)N1CCC(C)CC1 (stereo not given),0,/,0.9,4,1,4,0
COc1ccc(/C(N)=N/OC(=O)Cc2ccccc2)cc1,-1,/,0.1,0,-1,6,14
CCOc1cc(S(=O)(=O)NCCCN2CCOCC2)ccc1F,0,-2,-1.0,1,1,-22,2
Cc1ccc(S(=O)(=O)N(c2cccc(C(F)(F)F)c2)C2C=CS(=O)(=O)C2)cc1 (stereo not given),-4,/,-0.7,8,-5,6,/
O=C(CSc1nnc(Nc2ccccc2F)s1)NC1CCCC1,1,-3,-3.7,-7,-2,1,3
O=C1CSC(c2ccccn2)N1c1ccc(C(F)(F)F)cc1 (stereo not given),-1,/,-0.8,-1,3,5,4
CC(C)CN(C(=O)COC(=O)c1ccc(-c2ccccc2)cc1)C1CCS(=O)(=O)C1 (stereo not given),-2,-6,-0.1,1,-4,5,-6
COc1cccc(-c2ccc3n(c2=O)C[C@H]2[C@H](CO)[C@@H](C(=O)NC4CCC4)N[C@@H]32)c1,-4,-6[16.7 µM],-0.1,4,-17,-3,0
C/C=C/c1ccc([C@@H]2[C@@H](CNC(=O)C3CC3)N(C(=O)CC)[C@H]2CO)cc1,-1,54[16.7 µM],-3.2,0,6,6,26*
CC1CC(C)(C)NC(=S)N1CCCC(=O)Nc1ccc(F)cc1 (stereo not given),-2,/,-0.5,-2,-2,12,5
Cc1ccccc1C(=O)Nc1ccccc1NC(=O)c1ccccc1Br,2,15,1.5,-3,0,7,0
COc1cccc(NC(=O)c2cc(-c3ccco3)nc3ccccc23)c1,1,/,-0.4,/,-1,0,-2
COc1ccc(-n2c(=S)[nH]c3c(sc(=S)n3-c3ccccc3)c2=O)c(OC)c1,/,0,0.6,-3,0,4,-7
CCc1c(C)c(C#N)c2nc3ccccc3n2c1NC,-2,/,-2.1,2,-4,2,5
Cc1cc(=O)[nH]c(N/N=C/c2cccc(Br)c2)n1,3,/,0.9,0,-5,-1,-6
COc1ccc(-c2cc(C)no2)cc1S(=O)(=O)Nc1cccc(C)c1,6,117*,-0.4,-8,0,8,-1
CCOC(=O)c1cc(S(=O)(=O)N2CC(C)CC(C)C2)cn1C (stereo not given),-1,15,-2.7,5,10,8,1
Cn1ncc2c(NNC(=O)C3CCCCC3)ncnc21,-1,/,1.4,1,/,-2,-5
NC(=O)CC(NC(=O)Cc1ccc(Br)cc1)c1ccc(NCc2cc(F)ccc2F)c([N+](=O)[O-])c1 (stereo not given),2,-16,2.4,/,/,4,3
CN1CCC(=O)N([C@H](CSc2ccc(Br)cc2)Cc2ccccc2)CC1,-5,0,1.2,3,-4,0,6
CC(C)CC#Cc1ccc2c(c1)O[C@@H](CN(C)C(=O)Cc1ccccn1)[C@@H](C)CN([C@@H](C)CO)S2(=O)=O,-2,-4[16.7 µM],6.1,-3,2,1,-2
CCCC[C@@H]1CCCO[C@@](C(=O)NCc2ccccn2)(C(F)(F)F)C1,4,1,1.3,-2,3,-5,?
CCOc1ccc(OCCNC(=O)C(NC(=O)c2c(F)cccc2F)C(C)C)cc1 (stereo not given),-4,-4,2.0,1,0,0,-3
CSc1nc(C)cc(SCC(=O)N/N=C/c2ccccc2)n1,1,/,/,0,-4,7,3
CC(=O)Nc1ccc(S(=O)(=O)Oc2ccc(/C=N/N=C3/NC(=O)C(CC(=O)O)S3)cc2)cc1 (stereo not given),4,-3,0.9,8,3,2,-2
Cc1ncc(CN2CCN(C(C)C)C(CCO)C2)s1 (stereo not given),0,2,1.4,-4,-2,9,1
CC[C@]12c3[nH]c4cc(-c5ccco5)ccc4c3CCN1C(=O)[C@@H](CC(=O)NCCN1CCOCC1)C[C@@H]2C(=O)N1CCN(C(=O)c2ccco2)CC1,-72,0,0.8,0,-3,0,-8
COc1ccc(CCC(=O)NCc2ccc3c(c2)OCO3)cc1,-2,/,-5.2,-2,6,0,2
O=C(NCc1ccccc1F)[C@@H]1N[C@@H]2c3ccc(-c4ccccc4F)c(=O)n3C[C@@H]2[C@H]1CO,-1,5[16.7 µM],-6.2,-5,-4,-3,8
C/C(=C\c1ccc(N)cc1)c1nc2ccccc2[nH]1,/,-8,1.9,0,0,-5,3
Cc1cc(C)nc(NS(=O)(=O)c2ccc(NC(=O)Cc3ccc(F)cc3)cc2)n1,2,-6,1.2,1,-1,-1,-7
O=C(NCCc1ccccc1)C(=O)NCc1ccncc1,3,0,3.2,-13,-7,-9,-1
Cc1ccc(C(C(=O)NCCc2ccccc2)N(C(=O)c2csnn2)C2CC2)cc1 (stereo not given),1,-16,-0.5,-3,-2,5,-7
O=C(NC1CCCCC1)C(c1ccncc1)n1c(=O)c(-c2ccccc2)nc2ccccc21 (stereo not given),1,/,0.4,-13,-3,4,-8
C[C@H](CO)N1C[C@H](C)[C@H](CN(C)Cc2ccncc2)Oc2ncc(C#CCC3CCCCC3)cc2C1=O,-3,-7[16.7 µM],2.6,1,-8,0,1
O=C(OC1CCCCC1=O)c1cc(S(=O)(=O)N2CCOCC2)ccc1F (stereo not given),-4,-8,-1.6,1,-1,3,6
C[C@H]1CN([C@@H](C)CO)C(=O)c2cc(NC(=O)Nc3cccc4ccccc34)ccc2O[C@@H]1CN(C)C(=O)Nc1ccc(F)cc1,0,-8[16.7 µM],-1.1,-1,5,3,-7
Cc1ccc(-c2ccc([C@@H]3[C@H]4CN(C(=O)c5ccncc5)CC(=O)N4[C@H]3CO)cc2)cc1,0,/,-1.4,1,-4,-1,-9
COc1ccc(Cc2nnc(N/N=C/c3ccc(O)cc3O)[nH]c2=O)cc1OC,-4,/,/,-2,3,-1,4
CCOC(=O)C1CCCN(C(=O)c2cc(COc3ccc(C)nc3)on2)C1 (stereo not given),-2,-4,0.9,-1,-1,-3,-1
O=C(Nc1cccc(S(=O)(=O)N2CCCC2)c1)c1ccncc1,0,4,-2.0,0,-3,4,-8
COc1ccc2c(CN(C)c3ccccc3)cc(=O)oc2c1,7,/,-0.6,-2,0,-7,-1
COc1ccc(CC(=O)NCc2n[nH]c(=S)n2-c2ccccc2)cc1,-3,/,1.1,0,0,-1,-2
CCCn1c(=O)c(C(=O)Nc2ccccc2N)c(O)c2ccccc21,-1,/,-0.2,2,/,-5,-9
# Continuation.
SMILES,CASP6 VEID inh,miR-122 sensor,F508del corr,ERAP1 HTS inh,SIRT5 inh,ERp5 block,DENV2 CPE
N#CCC(=O)Nc1ccc(C(=O)Nc2ccc3c(c2)OCO3)cc1,-6,/,2.2,0,1,9,-2
CCN(c1ccccc1)c1nc2nonc2nc1NCCO,-1,/,-0.3,/,2,-1,-6
CCC(C)(C)NC(=O)C(c1ccc(F)cc1)N(Cc1cccc(OC)c1)C(=O)c1cnccn1 (stereo not given),2,5,-1.2,-4,10,1,2
CCCCc1ccc(NC(=O)C(C)CC)cc1 (stereo not given),1,/,-5.9,5,2,0,-1
COc1ccc([Si](C)(C)[C@H]2[C@H](CCn3cc([C@H](O)c4ccccc4)nn3)O[C@@]3(C(=O)N(C)c4c(Br)cc(C)cc43)[C@@H]2C)cc1,2,/,-1.0,-1,4,3,0
O=C(C(=O)N1CCN(C(=O)c2cccs2)CC1)c1cccc(C(F)(F)F)c1,-3,/,2.9,4,/,-4,3
COc1ccc(S(=O)(=O)Nc2ccc3c(c2)CC(=O)N([C@@H](C)CO)C[C@@H](C)[C@@H](CN(C)Cc2ccc(C(=O)O)cc2)O3)cc1,0,3[16.7 µM],3.4,-2,-4,14,-1
O=C(C[C@@H]1CC[C@@H]2[C@H](COC[C@H](O)CN2C(=O)Nc2cc(Cl)cc(Cl)c2)O1)NCC1CCCCC1,-1,-16[16.7 µM],-4.3,0,1,0,-9
CCOc1ccc(-c2noc(CCC(=O)NC3CCCCC3)n2)cc1OC,-2,3,3.4,3,1,3,1
COc1ccccc1C(=O)N/C(=C/c1ccc2c(c1)OCO2)C(=O)Nc1cccc(C(=O)O)c1,-3,1,-0.7,-40,1,1,-4

# Structural class: the entries above with a CF3 group.
SMILES,CASP6 VEID inh,miR-122 sensor,F508del corr,ERAP1 HTS inh,SIRT5 inh,ERp5 block,DENV2 CPE
Cc1ccc(S(=O)(=O)N(c2cccc(C(F)(F)F)c2)C2C=CS(=O)(=O)C2)cc1 (stereo not given),-4,/,-0.7,8,-5,6,/
O=C1CSC(c2ccccn2)N1c1ccc(C(F)(F)F)cc1 (stereo not given),-1,/,-0.8,-1,3,5,4
CCCC[C@@H]1CCCO[C@@](C(=O)NCc2ccccn2)(C(F)(F)F)C1,4,1,1.3,-2,3,-5,?
O=C(C(=O)N1CCN(C(=O)c2cccs2)CC1)c1cccc(C(F)(F)F)c1,-3,/,2.9,4,/,-4,3

# Continuation.
SMILES,CASP6 VEID inh,miR-122 sensor,F508del corr,ERAP1 HTS inh,SIRT5 inh,ERp5 block,DENV2 CPE
COCCCNC(=O)CSc1nc2c(sc3ccccc32)c(=O)n1CCCC(=O)NCC1CCCO1 (stereo not given),0,/,0.4,1,4,2,/
CC1CCC(C(O)(C(=O)c2ccccc2)c2ccccc2)C(=O)C1 (stereo not given),0,-2,-1.2,1,-1,-3,1
CC(=O)c1cccc(-c2ccnc3c2CC(C(=O)NCc2ccc(F)c(F)c2)O3)c1 (stereo not given),-1,3,1.5,0,2,4,-7
COc1ccccc1NS(=O)(=O)c1cc(NC(=O)c2ccncc2)ccc1N1CCCC1,2,/,-3.4,-3,11,-2,-2
CCOC(=O)c1oc2cc(O)cc(O)c2c(=O)c1OCc1ccccc1,-4,4,-0.5,2,1,-1,12
Nc1ccc(-c2cc3ccccc3oc2=O)cc1,-2,-3,0.9,0,6,0,-4
CC(C)CC1C(=O)N(Cc2cn(CCC3OCCO3)nn2)CCS(=O)(=O)N1Cc1ccc(-c2ccc(F)nc2)cc1 (stereo not given),6,-5,1.6,2,-2,-8,14
COc1cc(SC)ccc1C(=O)N1CCCc2ccccc21,-2,/,-7.7,-1,-2,2,2
C[C@H](CO)N1C[C@H](C)[C@@H](CN(C)C(=O)Nc2ccc(F)cc2)OCc2cnnn2CCCC1=O,-4&3,-2,0.3&-4.9,-2&17,-5&1,9&-1,?
O=C(NC1=NCCS1)c1ccc(C(F)(F)F)cc1,-3,6,0.1,-3,-1,4,-1
OC[C@H]1O[C@H](OC[C@H]2OC(O)[C@H](O)[C@@H](O)[C@@H]2O)[C@H](O)[C@@H](O)[C@@H]1O (stereo not given in full),0,-4,1.9,-1,-2,0,-4
CCCCNC(=O)c1nc(C2CCNCC2)oc1-c1ccccc1,-1,/,0.0,6,-3,5,9
Cc1c(Br)c(C(F)(F)F)nn1CC(=O)NCc1ccco1,1,/,-0.8,-1,-2,5,-7
COc1ccc(NC(=O)Nc2ccc3c(c2)[C@@H]2C[C@@H](CC(=O)NCc4ccccc4F)O[C@H](CO)[C@@H]2O3)cc1,4,6[16.7 µM],2.4,1,-2,17,0

# Screening data: PubChem, Broad Institute
